Screening data deposited in PubChem BioAssay by several laboratories.
GC-A act: GC-A (human) enzyme activation. P16066. HEK293 GC-A cells, cGMP TR-FRET, EC30 ANP; 0% at EC30 ANP, 100% saturating ANP. activation, % at 10 µM. 370,000 compounds, 0.14% hits; in the data active means activation above about 40%
DAX1 inh-1: inhibitors of DAX1 repression of SF-1 activated StAR promoter; HEK293T StAR-luciferase reporter, SF-1/DAX-1 repression relief; inhibition, % at 6.8 µM; 370,000 compounds, 1.1% hits; AID 652010;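 active means inhibition above the mean over all tested compounds plus 3 SD, cut at about 3.6% in these data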;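 further: 0% = DAX-1 cells with DMSO and 100% = cells lacking DAX-1 with DMSO; higher inhibition means more luminescence from relief of DAX-1 repression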
sPLA2-III inh: Blocks human group III sPLA2 activity; Q9NZ20; QFRET BODIPY PC-A2 liposome hydrolysis, fluorescence; inhibition, % at 12.2 µM; 370,000 compounds, 0.56% hits; AID 743126;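 active means inhibition above mean plus 3 SD of compounds lying within the high and low control bounds, cut at about 19% in these data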;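 further: 0% = median of test compound wells and 100% = no enzyme DMSO wells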
Target sequence (Q9NZ20 whole entry, looked up): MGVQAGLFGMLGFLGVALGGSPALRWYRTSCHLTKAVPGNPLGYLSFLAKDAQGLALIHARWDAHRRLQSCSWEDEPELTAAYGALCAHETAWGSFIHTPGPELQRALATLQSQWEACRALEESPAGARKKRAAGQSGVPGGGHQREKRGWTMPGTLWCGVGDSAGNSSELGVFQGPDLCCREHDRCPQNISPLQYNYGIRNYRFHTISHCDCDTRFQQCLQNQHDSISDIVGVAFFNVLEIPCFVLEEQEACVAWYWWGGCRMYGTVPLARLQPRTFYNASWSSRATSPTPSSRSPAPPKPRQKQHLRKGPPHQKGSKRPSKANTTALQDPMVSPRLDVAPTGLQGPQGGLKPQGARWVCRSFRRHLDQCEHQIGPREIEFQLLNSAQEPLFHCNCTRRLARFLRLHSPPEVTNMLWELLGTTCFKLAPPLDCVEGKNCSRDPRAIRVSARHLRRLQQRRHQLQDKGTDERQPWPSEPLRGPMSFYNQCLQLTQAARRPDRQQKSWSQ
KLK7 zymogen act: proKLK7 (human) activation, primary screen | activation, % at 7 µM | purified proKLK7, EDANS-DABCYL substrate fluorescence; 100% is mature enzyme control, 0% vehicle | 370,000 compounds, 0.9% hits | P49862 | AID 652039;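 active means activation above the mean of all tested compounds plus 3 SD, computed per campaign excluding outliers beyond control limits, cut at about 13% in these data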
Target sequence (P49862 whole entry, looked up): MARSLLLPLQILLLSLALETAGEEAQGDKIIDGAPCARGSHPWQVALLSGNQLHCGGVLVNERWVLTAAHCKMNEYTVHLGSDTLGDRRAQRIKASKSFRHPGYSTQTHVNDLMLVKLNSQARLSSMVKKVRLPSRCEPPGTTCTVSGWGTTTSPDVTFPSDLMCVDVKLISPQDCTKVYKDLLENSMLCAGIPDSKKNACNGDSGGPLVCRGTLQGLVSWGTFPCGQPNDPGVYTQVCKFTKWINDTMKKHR
hcDAF-12 act: H. contortus DAF-12 activation, primary screen. activation, % at 6.8 µM. 370,000 compounds, 1.4% hits. AID 652067. HEK293 hcDAF-12 lit1-tk-luc reporter, luminescence; 0% DMSO, 100% Δ7-dafachronic acid;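 active means activation above the mean of all tested compounds plus 3 SD, cut at about 5.5% in these data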;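 further: 100% = response to 3 µM Δ7-dafachronic acid high control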
ssDAF12 agonist: activates DAF-12 receptor from parasite S. stercoralis; HEK293 ssDAF-12/GRIP1 lit1-tk-luc reporter, luminescence; % of 3 µM dafachronic acid response; activation, % at 6.8 µM; 370,000 compounds, 1% hits; AID 652126;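 active means activation above the mean over all tested compounds plus 3 SD, cut at about 0.9% in these data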;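 further: 0% = DMSO-only wells and 100% = 3 µM delta7-dafachronic acid wells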
hgDAF12 agonist: activates the H. glycines DAF-12 receptor ligand-binding domain. HEK293 GAL4-hgDAF12 UAS-luciferase reporter, agonist luminescence; normalized to butyrate control. activation, % at 6.8 µM. 370,000 compounds, 1.8% hits;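 active means activation above a cutoff set at the mean of all screened compounds plus 3 SD, cut at about 10% in these data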;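 further: 0% = DMSO wells and 100% = sodium butyrate wells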
DAX1 inh-2: NR0B1 (DAX1) inhibition. inhibition, % at 6.75 µM. 340,000 compounds, 0.99% hits. HEK293 Gal4-DAX1 luciferase reporter, luminescence. AID 504766. P51843;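 active means inhibition above the mean over all tested compounds plus 3 SD, cut at about 4.2% in these data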;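 further: 0% = DAX1-transfected cells with DMSO and 100% = empty-vector control cells with DMSO; inhibition shows as a rise in luminescence from relieved DAX1 repression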
Target sequence (P51843 207-470 limits assumed): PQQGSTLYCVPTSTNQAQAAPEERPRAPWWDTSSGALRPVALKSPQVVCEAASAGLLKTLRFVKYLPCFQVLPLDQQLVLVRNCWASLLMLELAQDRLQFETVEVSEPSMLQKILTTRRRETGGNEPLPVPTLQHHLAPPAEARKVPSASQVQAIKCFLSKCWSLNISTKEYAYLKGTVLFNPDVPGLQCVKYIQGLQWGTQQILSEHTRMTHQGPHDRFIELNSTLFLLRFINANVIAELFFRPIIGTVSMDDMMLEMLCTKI
SMARCA2 activ: SMARCA2 function activation, primary screen; MG213 cells, MMTV-luciferase reporter, dexamethasone, overnight; activation, % at 9.1 µM; 370,000 compounds, 1% hits; in the data active means activation above about 7.8%;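 further: 0% = vehicle wells and 100% = reference activator wells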
FXN GAA850 act: increases GAA850 frataxin promoter reporter activity; HEK293 lucGAA850 FXN promoter luciferase reporter, 24 h; percent of 10 µM SAHA response; activation, % at 6 µM; 360,000 compounds, 0.56% hits;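 active means activation above the average of all compounds screened plus 3 SD, cutoff fixed separately per campaign, cut at about 7.5% in these data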;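 further: 0% = DMSO wells and 100% = 10 µM SAHA wells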
NPR2 activator: GC-B (human) receptor activation; HEK293-GC-B cells, CNP EC30, cGMP TR-FRET; 0% at EC30 CNP, 100% saturating CNP; activation, % at 10 µM; 370,000 compounds, 0.11% hits; AID 1920062;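 active means activation at 10 µM reaching about 35% in either raw or pattern-adjusted values, limit read from the data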
Active calls of the source: *; . = no result given; & = joins results of further samples.

SMILES	GC-A act	DAX1 inh-1	sPLA2-III inh	KLK7 zymogen act	hcDAF-12 act	ssDAF12 agonist	hgDAF12 agonist	DAX1 inh-2	SMARCA2 activ	FXN GAA850 act	NPR2 activator
COc1ccc(CNC(=O)C(c2ccc(C)o2)N(Cc2cccs2)C(=O)Cc2cccs2)cc1 (stereo unspecified)	-7	-2.5	-5	0.2	-2.7	-1.4	-5.5	-1.9	0	0.8	1
CC1CN(C(=O)CCc2cc(C(C)(C)C)c(O)c(C(C)(C)C)c2)CC(C)O1 (stereo unspecified)	-3	-1.1	-1	-0.5	-1.3	-1.1	2.3	0.1	-1	-1.0	5
O=C(Nc1ccnn1C1CCN(C2CCCCC2)CC1)c1ccccc1	1	0.3	-7	0.0	0.4	-0.5	6.9	0.7	0	1.3	4
CCC1=Nc2ccccc2-c2nnc(SC)nc2O1	7	-0.3	9	0.3	0.9	0.2	-0.6	1.7	-1	3.8	-4
Cc1ccc(NC(=O)C(C)Sc2nnc(-c3cccnc3)n2-c2ccccc2)cc1 (stereo unspecified)	-34	-1.1	-11	-0.4	-3.1	-1.7	-2.0	0.9	1	-1.8	-15
O=C(NC1CCCCC1)C(c1ccc(F)cc1)N(Cc1ccco1)C(=O)CN1C(=O)c2ccccc2S1(=O)=O (stereo unspecified)	-3	-0.2	-1	-0.2	0.7	-1.4	-0.4	0.8	-1	3.0	1
N/C(Cc1cccc2ccccc12)=N\OC(=O)Cc1cccs1	3	1.5	-7	-0.2	2.1	0.7	3.7	-0.5	2	7.3	-3
Nc1c(C(=O)NCCc2ccccc2)nnn1Cc1ccccc1	8	1.4	-5	-0.7	-1.6	-0.4	5.1	2.8	2	0.6	4
CC(=O)C(Sc1nccc(-c2cccs2)n1)C(C)=O	1	1.9	-6	-0.1	-0.4	-1.5	7.8	2.1	2	0.5	4
Cc1ccc(NC(=O)CSc2ccc(C(N)=O)cc2[N+](=O)[O-])cc1	7	-0.1	5	0.1	4.5	-1.4	4.7	1.1	3	2.2	-3
Cc1ccc2c(c1)sc(C)[n+]2CCCS(=O)(=O)[O-]	3	0.9	3	-0.6	-1.2	-0.6	5.3	-0.4	-4	2.0	0
CCCn1c(SCC(=O)N2c3ccc(F)cc3CCC2C)nnc1-c1ccccn1 (stereo unspecified)	-24	-0.6	1	-0.2	-1.2	-1.2	-1.7	0.3	-4	-4.7	-14
O=C(Nc1ccc2c(c1)OC1(CCCC1)O2)C1CC1	4	0.0	-1	-0.3	-1.1	-0.9	1.9	0.8	-1	-0.1	1
CSc1ccccc1NC(=O)c1cc(C2CC2)on1	2	3.9*	10	0.7	3.1	-0.7	6.3	2.0	2	3.9	2
O=C(NC1CCCC1)c1cc(-c2ccccc2)nc2ccccc12	-3	0.0	8	0.0	0.4	0.3	-1.7	-0.5	3	0.4	-2
C=C1CCN([C@@H](CC(C)C)C(=O)N2CCOCC2)S(=O)(=O)c2ccccc21	-2	-0.6	1	-0.3	-0.2	-1.0	2.1	-0.5	1	-0.1	-3
N#C/C(=C(/O)c1ccc(C(=O)c2ccccc2)cc1)c1nc2ccccc2[nH]1	-1	-0.6	5	0.0	-0.9	-1.9	0.8	0.1	-1	0.4	-2
Cc1cc(=O)oc(C)c1C(=O)NCc1ccccc1	-3	-0.9	-1	-0.3	-1.5	-1.2	0.9	0.2	-2	-0.3	4
O=C(CN1C(=O)C2C3C=CC(C3)C2C1=O)OCC(=O)c1ccccc1 (stereo unspecified)	-1	-0.9	4	-0.3	-3.7	-2.4	-6.5	1.1	-2	0.9	-2
COc1ccc(C(C(=O)NC(C)(C)C)n2c(-c3ccc(=O)[nH]c3)nc3ccccc32)cc1 (stereo unspecified)	45*	0.0	0	0.9	1.7	-0.3	2.1	.	-4	.	45*
NC(=O)c1c(NC(=O)CN2C(=O)NC(Cc3ccccc3)C2=O)sc2c1CCC2 (stereo unspecified)	-1	-0.5	-7	0.2	-1.8	-1.1	-3.5	-0.7	-3	1.2	4
COc1ccccc1NC(=O)c1sc2ncn(Cc3ccc(C)cc3)c(=O)c2c1C	3	-0.3	-2	-24	-1.9	-0.9	-2.0	-0.5	-2	-1.7	7
Nc1ncc(CN2CCCC(C(=O)Nc3ccc(-c4ccco4)cc3)C2)cn1 (stereo unspecified)	6	-0.3	-3	-0.1	-0.5	-1.1	-1.6	0.5	-4	1.3	7
O=C(CCC(=O)c1ccc(F)cc1)Nc1cc(Cl)cc(Cl)c1	3	0.0	-9	0.1	-2.6	-1.7	-1.9	-0.6	1	-0.5	-20
COc1ccc(/C=C/C(=O)NC(=S)N2CCSCC2)cc1	3	0.4	9	0.7	-2.0	0.1	3.0	-1.3	1	2.6	-2
SMILES	GC-A act	DAX1 inh-1	sPLA2-III inh	KLK7 zymogen act	hcDAF-12 act	ssDAF12 agonist	hgDAF12 agonist	DAX1 inh-2	SMARCA2 activ	FXN GAA850 act	NPR2 activator
Cc1ccc(NC(=O)COC(=O)CCC(=O)c2cccs2)c(C)c1	4	0.6	-5	-0.2	0.6	-1.4	0.7	-0.3	-2	0.1	1
O=C(c1ccc(S(=O)(=O)N2CCCC2)cc1)N1CCCCCC1	7	-0.5	1	0.1	-0.8	-2.0	-0.2	1.7	-1	0.9	5
COc1ccc(OC)c(NC(=O)Nc2ccc3c(c2)CCC3)c1	-3	-0.9	-12	0.2	-3.2	-0.2	1.2	-0.5	-1	1.1	2
Cc1ccccc1OCC(=O)OCC(=O)Nc1cc(C(F)(F)F)ccc1N1CCOCC1	2	0.3	5	0.0	0.0	-0.5	-0.7	-1.8	-2	0.7	-3
N#C/C(=C(/O)COC(=O)CSc1ccc2ccccc2c1)c1nc2ccccc2[nH]1	-1	-0.3	-19	-0.6	0.4	-0.7	-3.7	-0.8	7	-0.5	0
O=C(Nc1cccnc1)C1CCN(S(=O)(=O)c2cccc3nonc23)CC1	-5	-0.5	1	0.1	-2.8	-1.3	-0.4	1.5	0	2.2	-2
Cc1ccc(CSCC(=O)Nc2c(C)n(C)n(-c3ccccc3)c2=O)cc1	-2	-0.3	8	-0.3	-2.8	-1.6	-1.7	-1.0	-2	2.2	-1
COc1ccc(OC)c(-c2nnc(SCC(=O)N3CCCC3)o2)c1	2	-0.1	11	0.8	-0.8	-1.1	-2.8	4.9*	-3	-0.1	-4
c1cncc(CNc2ncnc3sc4c(c23)CCC4)c1	2	0.7	-3	0.8	-0.3	-1.9	-0.6	2.5	-1	-1.1	6
CCOC(=O)N1CCC(NC(=O)c2cc3c(-c4cccc(OC)c4)nn(C)c3s2)CC1	-1	-1.0	-6	-2.0	-0.5	-1.3	-1.8	-0.5	-1	-3.6	1
CC(C)CNc1ccc2c(c1)OC[C@H](CC(C)C)NS2(=O)=O	2&3	-1.5&-1.5	1&1	-0.1&0.3	-4.8&-1.5	-1.9&-1.8	-1.3&1.9	.	-2&0	.	2&2
COc1cc(N(Cc2ccccc2)Cc2ccccc2)c2ncn(C(C)C)c2c1	0	-0.8	1	0.1	-2.4	-1.1	-3.4	-0.2	0	-1.5	-1
O=C(NCCc1ccccc1)c1ccccc1[N+](=O)[O-]	-1	0.5	0	0.0	0.3	-1.4	3.4	0.3	3	2.9	1
COC(=O)c1ccc(CNC(=O)COC(=O)Cc2ccsc2)cc1	0	-0.3	-3	-0.1	-1.8	-1.3	-1.5	0.5	0	1.4	-5
COC(=O)Nc1ccc2c(c1)N(C(=O)CCN(C)C)c1ccccc1CC2	-1	-0.7	-2	2.3	-0.8	-1.3	-2.5	2.3	0	2.0	-6
CCC(CC)N1CCN(Cc2nc3ccc([N+](=O)[O-])cc3c(=O)n2-c2ccccc2F)CC1	-3	0.1	-1	0.4	3.7	-0.1	1.6	-1.4	1	-0.3	5
O=C(Cn1nnc(-c2ccccc2)n1)NCC(=O)Nc1ccc(F)c(F)c1F	1	-0.3	4	0.3	0.0	-1.4	1.3	0.0	-3	0.1	1
O=C(NC1CCCC1)C1c2ccccc2OCC(=O)N1CCCN1CCOCC1 (stereo unspecified)	-4	-0.8	0	-0.2	-1.2	-0.7	-1.6	.	0	.	-7
CCC(=O)N(CC)C1=C(O)c2ccccc2C(=O)C1=O	2	0.6	3	0.4	1.0	-0.5	4.2	-0.6	0	-3.0	5
CNC(=S)N1CCN(c2ccc([N+](=O)[O-])cc2)CC1	2	-0.2	5	0.3	-2.1	-1.8	-0.4	0.0	0	0.1	-12
COc1ccc(/C=C2\SC(=O)NC2=S)cc1OC	-1	-0.1	-44	-0.2	-2.2	-1.7	4.6	-0.6	7	0.1	-9
Cc1cc(Nc2nnnn2-c2ccccc2)n(-c2ccccc2)n1	2	0.1	-25	0.1	-0.6	-1.1	-1.4	-0.5	-2	-1.0	1
COc1cc(=O)[nH]c(=O)n1C(=O)Cc1ccccc1	3	-0.6	0	-0.6	-0.7	-0.8	-1.0	-0.1	1	2.0	1
CC(C)(C)NS(=O)(=O)c1ccc(CCC(=O)NCc2ccco2)cc1	1	0.2	-6	-0.6	-1.7	-0.5	-1.6	2.2	-1	1.3	0
Cc1ccnc(NC(=O)Nc2cccc(F)c2)n1	6	1.3	-3	-0.4	3.5	-1.2	8.7	0.7	5	7.3	0

Shown as a hit in DAX1 inh-2, among the entries above:
Structure,GC-A act,DAX1 inh-1,sPLA2-III inh,KLK7 zymogen act,hcDAF-12 act,ssDAF12 agonist,DAX1 inh-2,SMARCA2 activ,NPR2 activator
COc1ccc(OC)c(-c2nnc(SCC(=O)N3CCCC3)o2)c1,2,-0.1,11,0.8,-0.8,-1.1,4.9*,-3,-4

(further entries)
SMILES	GC-A act	DAX1 inh-1	sPLA2-III inh	KLK7 zymogen act	hcDAF-12 act	ssDAF12 agonist	hgDAF12 agonist	DAX1 inh-2	SMARCA2 activ	FXN GAA850 act	NPR2 activator
Cc1nc2ccc(F)cc2cc1C(=O)NCC1CCCO1 (stereo unspecified)	0	0.3	-3	-0.5	5.8*	-0.1	-1.1	-0.5	-4	3.5	7
Cc1ccc(NC(=O)c2ccncc2)cc1S(=O)(=O)N(C)C	4	-0.1	3	-0.4	-1.5	-0.6	0.9	-0.1	-2	2.0	0
O=C(COc1ccc2c(-c3ccccc3)cc(=O)oc2c1)NC1CCS(=O)(=O)C1 (stereo unspecified)	-3	-1.2	-6	-0.3	-1.5	-1.4	3.6	0.1	5	-2.4	-5
CCCCCCN=C(C)C1=C(O)C(C(=O)OC)C(C)(C)CC1=O (stereo unspecified)	3	0.4	-10	0.4	-1.4	-1.1	-0.5	0.4	0	-1.5	7
CCN(CC)C(=O)C(=O)N/N=C/c1ccc(Cl)cc1Cl	-9	0.2	-1	-0.7	0.2	-1.7	-1.2	0.0	-4	1.7	-8
O=C(CSc1ccccc1)Nc1ccc(C(=O)Nc2cccc(O)c2)cc1	-6	0.6	-29	-0.3	0.2	-0.6	5.4	0.0	2	-4.1	-6
O=C(Nc1ccc2c(c1)OCCO2)c1ccc(Br)c(S(=O)(=O)N2CCOCC2)c1	-1	-1.6	-8	0.0	-3.8	-2.0	-7.6	-4.0	-2	-10	6
